SIAH1 antagonists – blockers of Siah-1 interaction with plectin peptide – biochemical, fluorescence polarization, rhodamine-plectin, uHTS, primary screen (AID 1817) | Siah-1 / rhodamine-plectin peptide fluorescence polarization; higher % means a stronger effect | displacement, % at 20 µM; hits with a dose series show IC50 in µM | 290,000 compounds, 0.02% hits;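 active = displacement of at least 50% at 20 µM, with a fluorescence ratio check between 0.3 and a set limit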;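 also: plate controls were Siah plus tracer with DMSO for no effect and tracer alone without Siah for full effect; strong numbers were not always called active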
K1F lysis inhibition – inhibition of K1F phage lysis, E. coli UTI89, bacterial capsule biogenesis inhibitors, alamar blue (AID 488966). E. coli UTI89 K1F phage lysis, alamar blue, 2 h; higher % means a stronger effect. inhibition, % at 100 µM; hits with a dose series show IC50 in µM. 340,000 compounds, 0.02% hits;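 active = phage lysis inhibition, versus mean bacterial control, above a set limit; inconclusive = no clear call, values can overlap the other calls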;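 also: capsule biogenesis inhibitors block K1F phage lysis so surviving cells raise fluorescence; higher fluorescence means more inhibition of phage lysis; actives were called in the ten point dose series up to 300 µM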
Rac1 GTP hydrolysis – MgcRacGAP GTPase-activating activity inhibitors, confirmation, biochemical, ADP Hunter fluorescence; MgcRacGAP-stimulated Rac1 GTP hydrolysis, ADP Hunter fluorescence; higher % means a stronger effect; GST-tagged Rac1 F28L mutant substrate; inhibition, % at 30 µM, or IC50 in µM where a hit was titrated; 340,000 compounds, 0.6% hits;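 active = first-screen hits whose inhibition reached a set limit at any dose in the follow-up dose series; inconclusive = inhibition above the set first-screen limit but never retested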;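 also: fluorescence reports GDP produced by GAP-driven GTP hydrolysis; strong numbers were not always called active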
RSV CPE inhibition – RSV antiviral activity via CPE protection, HEp-2 cells, primary 10 µM value included (AID 2391) | 310,000 compounds, 0.13% hits | HEp-2 cells, RSV-induced CPE inhibition; higher % means a stronger effect | CPE inhibition, % at 10 µM; hits with a dose series show IC50 in µM; in the data active = a potency from the dose series; inconclusive = CPE inhibition mostly from about 23% at the one dose, without a potency; inactive = the rest, 99 in 100 with CPE inhibition below about 21%; also: strong numbers were not always called active
NTR1 ag – NTR1-driven beta-arrestin-GFP spot formation – imaging, U2OS cells, high content, primary screen (AID 493036) | agonist mode | activation, % at 20 µM | 330,000 compounds, 0.17% hits | P30989;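 active = activation at or above 40% of the spot to cytoplasm intensity ratio, with at least 20 cells analyzed; inconclusive = wells under 20 cells, flagged as cytotoxic or low count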;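 also: 0% = DMSO without peptide and 100% = 100 nM NTR1 peptide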
Target sequence (P30989 whole entry, looked up): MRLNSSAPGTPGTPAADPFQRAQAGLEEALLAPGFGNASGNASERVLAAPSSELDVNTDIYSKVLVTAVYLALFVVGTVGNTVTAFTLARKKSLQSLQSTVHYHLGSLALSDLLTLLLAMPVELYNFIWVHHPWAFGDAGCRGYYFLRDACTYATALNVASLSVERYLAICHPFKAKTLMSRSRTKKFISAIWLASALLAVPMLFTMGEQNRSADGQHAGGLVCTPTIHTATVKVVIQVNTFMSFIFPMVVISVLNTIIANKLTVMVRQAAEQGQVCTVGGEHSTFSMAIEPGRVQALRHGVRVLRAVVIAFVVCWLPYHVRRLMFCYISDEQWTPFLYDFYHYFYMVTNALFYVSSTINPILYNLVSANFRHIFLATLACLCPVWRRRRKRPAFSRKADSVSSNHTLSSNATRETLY
Dengue-2 NS5 capping – flavivirus cap methylation enzyme inhibition – biochemical, confirmation dose response, primary screen (AID 588689); Dengue-2 NS5 methyltransferase capping enzyme assay, biochemical; higher % means a stronger effect; inhibition, % at 25 µM, or IC50 in µM where a hit was titrated; 340,000 compounds, 0.3% hits; in the data active = a potency from the dose series; inconclusive = inhibition above about 29% without an active follow-up result
AID2073 – inhibitors of Mint1-CaV2.2 protein interaction, biochemical, HTRF (AID 2073). one-dose inhibition, % at 20 µM; IC50 in µM for titrated hits. 290,000 compounds, 0.19% hits. HTRF protein-protein interaction, Mint1-CaV2.2; higher % means a stronger effect; in the data active = inhibition mostly above about 51%, no sharp cut-off; inconclusive = no clear call, values can overlap the other calls; inactive = mostly below about 53%; also: some results filed as inactive read as strong as hits
West Nile antiviral – West Nile virus antiviral activity, cell-based, CPE readout (AID 1621); West Nile virus-infected cells, CPE inhibition; higher % means a stronger effect; CPE inhibition, % at 10 µM, or IC50 in µM where a hit was titrated; 290,000 compounds, 0.02% hits; in the data active = a potency from the dose series; inconclusive = CPE inhibition mostly from about 3.7% at the one dose, without a potency; inactive = the rest, 99 in 100 with CPE inhibition below about 2.2%; also: strong numbers were not always called active
Large T inhibition – TAg ATPase/helicase activity blockers – biochemical (AID 1903); SV40 large T antigen ATPase/helicase inhibition assay; higher % means a stronger effect; inhibition, % at 20 µM, or IC50 in µM where a hit was titrated; 310,000 compounds, 0.39% hits; in the data active = a potency from the dose series; inconclusive = inhibition mostly from about 32% at the one dose, without a potency; inactive = the rest, 99 in 100 with inhibition below about 32%; also: strong numbers were not always called active
NTR1 ag cell count 20 µM – recorded beside NTR1 ag, whose call it bears; cell count; measured here: cell count, cytotoxicity flag
Dengue-2 NS5 capping pilot replicate – also measured in Dengue-2 NS5 capping; calls as there; inhibition, %; measured here: pilot screen replicate inhibition
The depositor's hits bear a star; u = inconclusive; x = not tested or not shown; [ ] = another dose, or the depositor's remark.

SMILES	SIAH1 antagonists	K1F lysis inhibition	Rac1 GTP hydrolysis	RSV CPE inhibition	NTR1 ag	NTR1 ag cell count 20 µM	Dengue-2 NS5 capping	AID2073	West Nile antiviral	Large T inhibition	others
CCOC(=O)c1cnc(SCC(=O)NNC(=O)c2ccco2)nc1N	2.5%	0.4%	10.4%	1.7%	-1.5	47	-0.9%	14.6%	-0.2%	7.0%
O=C(Cc1n[nH]c(=O)c2ccccc12)NCc1ccccn1	7.6%	1.7%	3.6%	1.1%	0.1	55	5.6%	4.2%	0.1%	-7.0%
CN1CCN(CCCNC(=O)CCN2C(=O)COc3ccccc32)CC1	-0.8%	0.1%	11.8%	0.3%	0.3	66	-7.1%	2.2%	-0.2%	8.0%
COc1cccc(OCC(=O)N(C)Cc2nc(-c3cccc(C)c3)no2)c1	4.1%	-0.1%	1.9%	4.3%	1.2	59	-2.5%	-7.5%	-0.5%	-0.2%
O=C(Nc1cccc(C(F)(F)F)c1)Oc1ccc(Cl)c2cccnc12	-3.0%	1.0%	11.1%	4.0%	x	x	-8.5%	10.6%	3.4%	0.6%
COc1ccccc1N1CCN(C2CCCN(C(=O)CN3CCCCC3=O)C2)CC1 (stereo unspecified)	-1.4%	-0.9%[50 µM]	9.1%	0.3%	0.5	42	-3.5%	9.3%	-0.6%	7.1%
CCOC(=O)c1oc2ccccc2c1CSc1nnnn1-c1ccccc1	5.7%	0.6%	1.1%	1.6%	2.9	48	-6.6%	5.8%	0.7%	4.0%
C=CCn1c(SCc2c(C)noc2C)nc2sc3c(c2c1=O)CCCCC3	-0.5%	0.7%	4.7%	22.0%	4.0	57	-5.5%	9.9%	2.3%	0.5%	Dengue-2 NS5 capping pilot replicate=-1.1
Cc1cc(N(C)C)ccc1N=Nc1ccc(N)cc1	x	-1.7%	29.3µM*	7.9%	1.9	43	-5.4%	x	x	25.5%
O=C1CN(c2ccccc2)C(=O)N1	-1.2%	-2.4%	-14.6%	x	1.7	43	10.7%	-7.4%	0.1%	22.2%
Cc1cc(C(=O)OCC(=O)N(C)c2ccccc2)ccc1[N+](=O)[O-]	8.1%	0.1%	10.1%	3.1%	-0.7	65	-1.5%	14.2%	0.1%	3.3%
Cc1ccc(NC(=O)CN(C)C(=O)c2ccc(Br)o2)cc1	9.4%	0.2%	1.1%	3.7%	-1.7	42	-6.7%	11.6%	-1.1%	7.4%
COCCCNC(=S)N1CCN(c2nc(-c3ccc(F)cc3)cs2)CC1	0.6%	-0.1%	12.6%	1.4%	1.9	64	3.5%	-31.7%	-0.1%	7.1%
COc1ccc(C)cc1S(=O)(=O)NC1CC1	-2.5%	0.3%	-3.2%	-0.2%	0.2	75	-3.5%	7.2%	0.4%	-0.4%
Nc1csnc1C(=O)O	3.8%	0.0%	10.0%	0.6%	-2.2	101	4.6%	4.8%	0.0%	6.1%
CS(=O)(=O)N(CC(=O)Nc1c(F)cccc1F)c1ccc(C23CC4CC(CC(C4)C2)C3)cc1	2.6%	2.9%	2.7%	8.5%	8.3	63	4.1%	-0.9%	0.7%	22.2%
CCOC(=O)c1ccccc1Nc1cn(C(C)=O)c2ccccc12	1.8%	0.8%	2.5%	-0.3%	5.8	62	0.7%	u	0.7%	0.3%
COc1cc(/C=C/C(=O)NC(C)C2CC3CCC2C3)cc(OC)c1OC (stereo unspecified)	4.2%	0.1%	5.8%	8.5%	-0.6	64	-0.8%	5.5%	-0.5%	22.8%
Cc1ccc(OCCCC(=O)Nc2ccc3c(c2)OCO3)cc1	3.8%	5.3%	2.7%	1.0%	2.6	59	0.7%	6.0%	-0.3%	4.6%
COc1ccc(/C=C/c2ccncc2)c2ccccc12	3.3%	-1.2%	-7.8%	-0.8%	-0.3	40	-3.5%	11.3%	u	5.3%
CCC(C)(C)NC(=O)CN(C(=O)c1csnn1)c1ccccc1-c1ccccc1	-2.1%	0.2%	3.3%	-0.9%	2.9	37	-2.2%	12.1%	-1.1%	9.7%
CC(=O)Nc1nc(-c2ccc([N+](=O)[O-])cc2)cs1	8.2%	-0.6%	3.9%	2.4%	2.2	40	7.8%	3.8%	0.2%	3.4%
Cc1cccc(NC(=S)N2CCN(Cc3ccc4c(c3)OCO4)CC2)c1C	1.6%	2.3%	-5.7%	0.0%	3.5	37	4.0%	-16.9%	-0.2%	34.9%
CCOC(=O)N1CCN(CC(O)c2ccc3c(c2)CCN3)CC1 (stereo unspecified)	-5.6%	0.4%	15.7%	x	1.4	72	-4.9%	-12.7%	-0.5%	11.9%
COC(=O)c1c(-c2cccc(C)c2)csc1NC(=O)C1CCCO1 (stereo unspecified)	10.2%	0.0%	3.0%	22.2%	5.6	46	1.5%	23.9%	-0.5%	8.7%
Following part.
SMILES	SIAH1 antagonists	K1F lysis inhibition	Rac1 GTP hydrolysis	RSV CPE inhibition	NTR1 ag	NTR1 ag cell count 20 µM	Dengue-2 NS5 capping	AID2073	West Nile antiviral	Large T inhibition	others
Cc1ccc2nc(Cl)c(/C=N/NC(=O)c3ccccc3O)cc2c1	4.3%	0.7%	9.3%	9.9%	11.4	44	0.0%	15.5%	-0.8%	19.4%
COc1ccc([N+](=O)[O-])cc1NC(=O)C(C)OC(=O)CC1CCCC1 (stereo unspecified)	x	-0.4%[50 µM]	5.0%	1.4%	0.5	82	1.1%	x	x	x
Cc1nn(Cc2ccccc2Cl)c(C)c1C(=O)Nc1nnc(C2CC2)s1	2.0%	4.4%	3.6%	3.75µM*	1.1	58	0.0%	-0.5%	0.8%	10.0%
CC(=O)Oc1ccc(OC(C)=O)c(S(=O)(=O)c2ccc(C)c(C)c2)c1	6.0%	2.3%[50 µM]	6.0%	2.0%	-0.5	77	-1.3%	17.1%	-0.3%	25.7%
CC1CCCC(C)N1/N=C/c1ccc([N+](=O)[O-])cc1 (stereo unspecified)	-3.5%	0.0%	9.2%	1.9%	2.0	89	-11.1%	7.1%	-0.1%	6.5%
COc1ccc(CC(=O)N[C@@H](CCSC)c2nc3ccccc3[nH]2)cc1	0.1%	x	x	-0.4%	-0.1	24	x	22.2%	-0.7%	10.7%
CC1(C)CC(c2nc(-c3ccc([N+](=O)[O-])cc3)cs2)CCO1 (stereo unspecified)	6.0%	0.0%	2.2%	6.1%	0.1	37	0.8%	-14.2%	-1.2%	21.7%
CN(C(=O)c1ccccn1)c1nnc(-c2cnccn2)s1	-7.3%	6.0%	5.0%	1.3%	-1.5	61	-3.3%	24.4%	0.1%	6.4%
COc1ccc(N2CCN(C(=O)COc3ncnc4ccccc34)CC2)cc1	-3.1%	0.4%	23.6%	-0.7%	2.8	48	-2.3%	-3.5%	-0.2%	19.0%
COC(=O)c1ccc(SCC(=O)NCc2ccccc2)c([N+](=O)[O-])c1	3.4%	0.0%	10.0%	3.2%	-0.7	88	2.9%	-7.1%	0.0%	9.7%
COc1cccc(C(=O)NC2CCSC2=O)c1 (stereo unspecified)	-2.1%	0.0%	0.0%	2.5%	-0.7	90	-4.8%	7.0%	0.0%	15.4%
CN1CCN(NC(=O)c2cccc(C(F)(F)F)c2)CC1	-0.6%	0.1%	11.1%	-0.6%	-0.5	64	-0.8%	-4.9%	0.3%	14.8%
CN(c1ccccc1)S(=O)(=O)c1cccc(NC(=O)c2cccc(C#N)c2)c1	x	0.1%[50 µM]	-0.3%	24.5%	7.0	46	2.6%	x	x	x
O=S(=O)(c1ccccc1)N1CCN=C1SCc1ccccc1	-1.5%	0.0%	7.9%	1.5%	-2.3	73	-11.8%	6.5%	-0.3%	3.7%
O=C(Nc1cccc(-c2cccc(Cl)c2)c1)C1CCN(Cc2ccccn2)CC1	11.4%	-0.2%	2.6%	12.5%	2.6	69	-9.1%	13.6%	-1.0%	11.3%
CSc1ccccc1NC(=O)CNCCCN1CCOCC1	14.0%	-2.3%[50 µM]	81.9µM*	-3.0%	0.4	40	-3.8%	14.8%	0.7%	6.4%
O=C(CCn1c(=O)c2sccc2n(CC(=O)NCc2ccco2)c1=O)NCc1ccccc1	1.6%	3.0%	2.8%	0.5%	-0.2	74	1.6%	-7.0%	-0.2%	4.6%
CCCOc1ccc(C(C)=O)cc1Cc1c(O)nc(SC)[nH]c1=O	-4.6%	-0.4%	12.3%	0.4%	-1.6	50	-5.0%	7.8%	0.2%	18.6%
COc1cc(OC)c2ccc(=O)oc2c1C(CCN1CCN(c2ccccc2)CC1)c1ccc(N(C)C)cc1 (stereo unspecified)	-4.3%	2.8%	7.9%	0.2%	-1.3	95	-9.2%	13.9%	-0.8%	9.4%

Five structures already listed, ordered by count of non-hydrogen atoms, descending:
SMILES	SIAH1 antagonists	K1F lysis inhibition	Rac1 GTP hydrolysis	RSV CPE inhibition	NTR1 ag	NTR1 ag cell count 20 µM	Dengue-2 NS5 capping	AID2073	West Nile antiviral	Large T inhibition	others
COc1cc(OC)c2ccc(=O)oc2c1C(CCN1CCN(c2ccccc2)CC1)c1ccc(N(C)C)cc1 (stereo unspecified)	-4.3%	2.8%	7.9%	0.2%	-1.3	95	-9.2%	13.9%	-0.8%	9.4%
COc1ccc(CC(=O)N[C@@H](CCSC)c2nc3ccccc3[nH]2)cc1	0.1%	x	x	-0.4%	-0.1	24	x	22.2%	-0.7%	10.7%
COc1ccc([N+](=O)[O-])cc1NC(=O)C(C)OC(=O)CC1CCCC1 (stereo unspecified)	x	-0.4%[50 µM]	5.0%	1.4%	0.5	82	1.1%	x	x	x
CCCOc1ccc(C(C)=O)cc1Cc1c(O)nc(SC)[nH]c1=O	-4.6%	-0.4%	12.3%	0.4%	-1.6	50	-5.0%	7.8%	0.2%	18.6%
CSc1ccccc1NC(=O)CNCCCN1CCOCC1	14.0%	-2.3%[50 µM]	81.9µM*	-3.0%	0.4	40	-3.8%	14.8%	0.7%	6.4%

Assay outcomes deposited in PubChem by several laboratories.
